TRPM1 prom inh = reduces MITF-dependent TRPM1 promoter luciferase signal; 330,000 compounds, 0.83% hits; SK-MEL-5 TRPM1 promoter luciferase, 24 h; inhibition, % at 12.5 µM; AID 488899;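 active means mean inhibition across replicates of 60% or more, whatever share of single replicates reaches that level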; further: values of inactives mirror those of a sister screen read the other way
KKLEB tox = counter-screen for CF NF-kB inhibitors: cytotoxicity | KKLEB CF airway cells viability, ATPlite luminescence, overnight; hits give low values; cells stimulated with P. aeruginosa culture filtrate | activity change (cytotoxicity), % at 5 µM | 360,000 compounds, 0.36% hits | AID 602141;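 active means corrected activity change at or below -50% at 5 µM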
iPSC survival up = hiPSC single-cell survival enhancement; survival enhancement, % at 20 µM; ATPlite luminescence; 100% = ROCK inhibitor wells, 0% = DMSO; 360,000 compounds, 0.044% hits; AID 602274; in the data active means survival enhancement above about 18%;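 further: cells exposed to compounds for 16 hours before the ATP read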
Shn3 3UTR inh = reduces Shn3 3'UTR luciferase signal in osteoblasts. Clone20 osteoblast Shn3 3'UTR firefly luciferase, 24 h. inhibition, % at 12.5 µM. 360,000 compounds, 0.52% hits. AID 588674;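 active means mean inhibition of at least 75% with every replicate also reaching 75%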;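 further: 0% = median of neutral control wells and 100% = pilot-screen positive control compound; some compounds past the cut are filed as inactive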
TWEAK Fn14 block = TWEAK-Fn14 signaling inhibition; TWEAK-stimulated Fn14 reporter cells, luciferase luminescence, 8 h; inhibition, % at 10 µM; 360,000 compounds, 2% hits; AID 1159606; in the data active means inhibition above about 50%
Peg3 promoter = inhibitors of Peg3 promoter | HeLa PEG-Prom luciferase reporter, luminescence, overnight | inhibition, % at 20 µM | 360,000 compounds, 1.7% hits | AID 588405;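 active means inhibition of at least 50% at 20 µM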
CF NFkB inh = blocks PAF-induced NF-kB reporter in cystic fibrosis cells; KKLEB NF-kB-GFP reporter, GFP fluorescence overnight; inhibition, % at 5 µM; 360,000 compounds, 0.86% hits;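 active means at least 50% inhibition at 5 µM, scaled per plate between neutral and stimulator controls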;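 further: PAF is a Pseudomonas aeruginosa culture filtrate used as stimulus; plate controls were PAF-stimulated DMSO wells for no effect and unstimulated DMSO wells for full effect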
aDG glyco up = alpha-DG glycosylation activation; Pro5-aDG cells, alpha-DG glycosylation AlphaScreen (IIH6); 0% Pro5, 100% B10-LARGE cell signal; activation, % at 10 µM; 360,000 compounds, 0.22% hits; AID 624168;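 active means activation of at least 8% versus controls, or a plate z-score of at least 8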;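 further: Pro5 are CHO cells carrying HIG-tagged alpha-DG that lacks glycosylation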
NR2E3 ag-1 = activates human photoreceptor nuclear receptor NR2E3; AID 2300; inhibition of corepressor binding, % at 4.78 µM; 320,000 compounds, 0.12% hits; GST-NR2E3/biotin-RetCOR TR-FRET, 1536-well;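 active means percent inhibition above the cutoff of mean plus 3 SD of all tested compounds, set per screening campaign, cut at about 20% in these data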;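 further: 0% = DMSO wells and 100% = biotin wells as full block of FRET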
Target sequence (Q9Y5X4 whole entry, looked up): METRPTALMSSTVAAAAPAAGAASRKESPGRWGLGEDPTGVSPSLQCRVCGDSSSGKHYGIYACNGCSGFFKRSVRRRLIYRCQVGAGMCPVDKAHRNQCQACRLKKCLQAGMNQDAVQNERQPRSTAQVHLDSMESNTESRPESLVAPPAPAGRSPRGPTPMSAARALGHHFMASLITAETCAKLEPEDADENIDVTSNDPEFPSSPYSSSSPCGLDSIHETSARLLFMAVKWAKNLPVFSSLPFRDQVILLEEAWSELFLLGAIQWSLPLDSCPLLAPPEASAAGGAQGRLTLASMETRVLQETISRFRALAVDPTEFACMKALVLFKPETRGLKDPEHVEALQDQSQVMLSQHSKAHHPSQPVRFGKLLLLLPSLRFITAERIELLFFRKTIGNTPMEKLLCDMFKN
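Format: 1536-well format; test system: GST-NR2E3 and biotin-RetCOR proteins; read-out basis: percent inhibition of TR-FRET ratio; timing: 5 h incubation at 4 °C; detection: time-resolved FRET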
HIF-2a inh = inhibitors of HIF-2a. AID 624352. 360,000 compounds, 0.72% hits. inhibition, % at 18.8 µM. 786-0 RCC cells HIF-2a reporter, luciferase luminescence, overnight;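 active means inhibition of the luminescence signal of 40% or more relative to plate controls, in a single-dose primary screen at 18.75 µM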
NR2E3 ag-2 = activates human NR2E3 receptor; inhibition of corepressor binding, % at 3.98 µM; AID 602229; CHO-S Gal4-NCOR/VP16-NR2E3 two-hybrid, luciferase; 360,000 compounds, 0.35% hits; Q9Y5X4;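 active means inhibition above the mean of all tested compounds plus 3 SD, cut at about 70% in these data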;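 further: 0% = DMSO with NR2E3 transfected cells and 100% = cells lacking NR2E3 construct; higher means lower luciferase signal from less NR2E3 corepressor binding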
* = called active by the depositor; · = no result given; & = joins results of further samples.

#1 O=C(c1ccccn1)N(Cc1cccs1)C1(C(=O)NC2CCCCC2)CCCCC1
#2 CCc1cccc(CC)c1NC(=O)CN(CC(=O)O)CC(=O)O
#3 Cc1nc2c3ccccc3nc(NNC(=O)CCC(=O)N3CCN(c4ccccc4F)CC3)n2n1
#4 COc1cc(C=O)ccc1O
#5 CCN(CCCCOC(=O)c1ccc(OC)c(OC)c1)C(C)Cc1ccc(OC)cc1 (configuration not stated)

entry no.	1	2	3	4	5
TRPM1 prom inh	-1.1	8.4	2.8	·	-2.1
KKLEB tox	-10.2	35.3	-4.9	-0.9	26.5
iPSC survival up	1.2	4.3	-0.6	-1.1	0.9
Shn3 3UTR inh	12.3	-5.7	-0.3	-7.0	-7.0
TWEAK Fn14 block	-36.2	-10.5	-13.7	-1.0	-13.9
Peg3 promoter	14.3	-0.4	0.3	4.8	-1.2
CF NFkB inh	-21.6	6.4	-3.9	-13.0	-12.5
aDG glyco up	0.1	0.0	0.0	0.0	0.0
NR2E3 ag-1	1.4	-0.1	-2.1	·	2.2
HIF-2a inh	16.4	1.6	10.7	3.3	-5.6
NR2E3 ag-2	14.3	6.8	-36.1	7.9	5.2

#6 O=C(O)c1cc(=O)c2ccccc2o1
#7 CC(Cc1cccc(C(F)(F)F)c1)NCCOC(=O)c1ccccc1 (configuration not stated)
#8 CN(C)S(=O)(=O)n1cc(/C=C(\NC(=O)c2ccccc2)C(=O)NCCCn2ccnc2)c2ccccc21
#9 CN[C@@H]1[C@H](O)[C@H](NC)[C@H]2O[C@@]3(O)C(=O)C[C@@H](C)O[C@H]3O[C@@H]2[C@H]1O
#10 O=C(O)Cc1cn(-c2ccccc2)nc1-c1ccc(Cl)cc1

entry no.	6	7	8	9	10
TRPM1 prom inh	4.0	-0.1&-4.6	-10.7	3.3	3.6
KKLEB tox	21.1	7.8&-32.4	6.7	10.1	-18.6
iPSC survival up	-0.1	3.0&-1.2	-0.6	0.0	-0.2
Shn3 3UTR inh	-4.0	-0.4&-1.8	-28.2	-12.3	-34.4
TWEAK Fn14 block	13.2	9.9&9.8	2.1	-4.0	-5.0
Peg3 promoter	12.3	-19.6&5.9	24.4	-6.0	4.4
CF NFkB inh	-12.5	-5.1&-25.3	-12.4	8.8	2.7
aDG glyco up	-0.3	0.0&0.2	0.0	0.0	-0.3
NR2E3 ag-1	2.2	3.3&-1.0	-0.5	-1.7	3.2
HIF-2a inh	13.9	-4.0&0.2	4.5	5.4	-0.6
NR2E3 ag-2	25.9	-5.7&8.7	-15.4	-7.2	-18.9

#11 CCCOc1ccc(C(=O)OCCN(CC)CC)cc1N
#12 O=C(NC1CCN(CCc2c[nH]c3ccccc23)CC1)c1ccccc1
#13 O=[N+]([O-])c1cncn1CCN1CCOCC1
#14 O=C1NC(=S)S/C1=C\C=C\c1ccc([N+](=O)[O-])o1
#15 CN(C)CC/C=C1/c2ccccc2COc2ccc(CC(=O)O)cc21

entry no.	11	12	13	14	15
TRPM1 prom inh	6.0	-8.0	7.2	90.3*	9.9
KKLEB tox	4.0	4.5	13.2	-39.8	1.7
iPSC survival up	5.2	-0.1	4.9	-0.7	1.9
Shn3 3UTR inh	-4.2	6.9	10.5	78.5	-8.0
TWEAK Fn14 block	-8.5	-3.6	11.2	50.1*	-21.2
Peg3 promoter	4.6	0.4	2.4	104.3*	9.0
CF NFkB inh	75.2*	0.5	-25.5	93.2*	12.2
aDG glyco up	0.2	0.1	0.2	-0.3	0.7
NR2E3 ag-1	1.8	-0.7	·	·	1.0
HIF-2a inh	-14.5	22.0	7.6	82.3*	9.1
NR2E3 ag-2	-19.1	-1.6	-11.1	44.6	0.6

#16 COc1ccc(C(=O)c2ccccc2)c(O)c1
#17 CCCC1(c2ccccc2)NC(=O)N(CC(=O)N(C)Cc2c(F)cccc2Cl)C1=O (configuration not stated)
#18 CCCC(=O)O[C@]1(C(=O)CCl)[C@@H](C)C[C@H]2[C@@H]3CCC4=CC(=O)C=C[C@]4(C)[C@@]3(F)C(=O)C[C@@]21C
#19 O=C(O)Cc1sc(-c2ccccc2)nc1-c1ccc(Cl)cc1
#20 CC(=O)OCC(=O)[C@@]1(O)CC[C@H]2[C@@H]3CCC4=CC(=O)C=C[C@]4(C)[C@@]3(F)[C@@H](O)C[C@@]21C

entry no.	16	17	18	19	20
TRPM1 prom inh	-0.3	-4.4	-10.6	·	-10.0
KKLEB tox	2.4	2.3	-2.6	-1.4	-15.8
iPSC survival up	3.1	-0.4	-1.9	8.6	2.5
Shn3 3UTR inh	-10.6	-3.9	5.2	2.6	7.7
TWEAK Fn14 block	2.5	20.9	-32.6	-9.9	-2.0
Peg3 promoter	-40.1	15.2	-1.5	19.7	4.3
CF NFkB inh	11.7	-18.0	90.6*	3.8	65.3*
aDG glyco up	-0.1	0.0	-0.1	-0.4	-0.1
NR2E3 ag-1	0.9	0.9	1.9	·	0.6
HIF-2a inh	7.1	6.7	31.4	16.4	23.3
NR2E3 ag-2	-3.0	11.1	13.2	-4.1	13.5

#21 CC1O[C@@H](OCC2O[C@@H](Oc3cc(O)c4c(c3)OC(c3ccc(O)cc3)CC4=O)[C@H](O)[C@@H](O)[C@@H]2O)[C@H](O)[C@H](O)[C@H]1O (some centres not stated)
#22 CCC(C(=O)Nc1ccccc1N1CCCC1)c1ccccc1 (configuration not stated)
#23 CCCCN(CCCC)CCCOC(=O)c1ccc(N)cc1
#24 COc1cc(C2Oc3cc(C4Oc5cc(O)cc(O)c5C(=O)C4O)ccc3OC2CO)ccc1O (configuration not stated)
#25 CC[C@]12CCCN3CCc4c(n(c5ccccc45)[C@](O)(C(=O)OC)C1)[C@@H]32

entry no.	21	22	23	24	25
TRPM1 prom inh	11.6	13.4	-4.0	-16.8	-1.0
KKLEB tox	-6.9	-14.5	15.3	-14.1	12.5
iPSC survival up	-0.6	0.1	1.0	7.1	1.4
Shn3 3UTR inh	0.4	8.1	-1.4	-14.5	9.2
TWEAK Fn14 block	7.5	-4.0	-2.2	13.6	4.5
Peg3 promoter	-6.8	23.7	-6.3	-8.9	-25.1
CF NFkB inh	-18.0	-11.8	-11.6	12.2	6.8
aDG glyco up	-0.1	-0.1	0.0	0.0	0.6
NR2E3 ag-1	-0.4	1.8	-4.1	0.1	1.3
HIF-2a inh	0.7	18.6	0.5	6.0	25.5
NR2E3 ag-2	1.6	-21.8	1.4	5.9	-14.2

#26 CC(C)(C)NCC(O)COc1cccc2c1C[C@H](O)[C@H](O)C2 (some centres not stated)
#27 CC1(C)O[C@@H]2C[C@H]3[C@@H]4C[C@H](F)C5=CC(=O)C=C[C@]5(C)[C@@]4(F)[C@@H](O)C[C@]3(C)[C@]2(C(=O)CO)O1
#28 CCCCOc1cc(C(=O)OCCN(CC)CC)ccc1N
#29 COC(=O)N/N=C/c1c[n+]([O-])c2ccccc2[n+]1[O-]
#30 C[C@H](CCC(=O)O)[C@H]1CC[C@H]2[C@@H]3[C@H](O)C[C@@H]4C[C@H](O)CC[C@]4(C)[C@H]3CC[C@]12C

entry no.	26	27	28	29	30
TRPM1 prom inh	1.9	-17.3	-0.8&-11.7	-7.7	-7.1
KKLEB tox	5.7	24.7	1.6&-6.8	2.0	28.2
iPSC survival up	-1.5	3.8	-2.7&0.1	0.2	2.9
Shn3 3UTR inh	-17.8	8.3	-3.7&6.7	-1.2	3.1
TWEAK Fn14 block	-16.6	-25.6	-3.3&-2.7	-25.6	0.4
Peg3 promoter	6.6	-7.9	1.7&2.5	-9.3	-4.2
CF NFkB inh	-19.2	72.6*	-10.9&22.9	-0.2	-19.5
aDG glyco up	-0.1	0.5	0.5&0.1	0.1	0.9
NR2E3 ag-1	-5.5	6.3	-0.3&2.5	0.0	-2.1
HIF-2a inh	0.7	21.4	4.2&0.9	-27.4	10.8
NR2E3 ag-2	-4.2	8.4	-3.8&-10.6	-7.7	2.0

#31 COc1cc(N)c(Cl)cc1C(=O)N[C@H]1CCN(CCCOc2ccc(F)cc2)C[C@H]1OC
#32 Cc1cc(=O)oc2cc(O)ccc12
#33 O=C(Nc1cc(-c2ccccc2)nn1-c1ccccc1F)c1ccc([N+](=O)[O-])cc1
#34 CCCC(=O)O[C@]1(C(=O)COC(C)=O)CC[C@H]2[C@@H]3C[C@H](F)C4=CC(=O)C=C[C@]4(C)[C@@]3(F)[C@@H](O)C[C@@]21C
#35 C/C(=N\NC(=S)NCc1ccccc1)C1CCCCC1

entry no.	31	32	33	34	35
TRPM1 prom inh	-5.9	·	0.2	-21.3	4.6
KKLEB tox	-1.7	6.9	1.3	-14.4	4.3
iPSC survival up	-0.7	-1.6	-2.1	-1.8	-0.5
Shn3 3UTR inh	14.2	-1.9	30.2	25.6	7.9
TWEAK Fn14 block	-21.6	-5.4	-8.1	-9.7	12.5
Peg3 promoter	4.5	-3.1	9.4	-3.9	-4.4
CF NFkB inh	-2.2	-14.3	10.0	63.4*	0.7
aDG glyco up	0.2	0.1	0.0	0.0	0.4
NR2E3 ag-1	2.7	3.7	1.9	3.1	0.6
HIF-2a inh	-5.1	11.8	-33.3	21.6	-0.5
NR2E3 ag-2	6.7	4.7	7.5	20.0	14.7

#36 C[C@@H]1C[C@H]2[C@@H]3CCC4=CC(=O)C=C[C@]4(C)[C@@]3(Cl)[C@@H](O)C[C@]2(C)[C@@]1(OC(=O)c1ccco1)C(=O)CCl
#37 CC(=O)Oc1ccc2c(C)cc(=O)oc2c1
#38 CCc1ccccc1OC[C@@H](O)CN[C@H]1CCCc2ccccc21
#39 Cc1c(C)n(Cc2ccccc2)c2ccc(C(=O)OCCN(C)C)cc12
#40 CC(C)(C)NCC(O)COc1cccc2c1CC(O)C(O)C2 (configuration not stated)

entry no.	36	37	38	39	40
TRPM1 prom inh	2.4	1.8	-17.5	-35.4	2.1
KKLEB tox	22.4	-1.8	-15.8	-5.6	-13.6
iPSC survival up	-0.5	-2.3	-0.5	-0.5	-0.1
Shn3 3UTR inh	57.3	-3.5	25.4	15.9	2.5
TWEAK Fn14 block	7.4	1.1	3.9	-0.1	0.4
Peg3 promoter	67.8*	-9.4	19.5	-32.0	7.0
CF NFkB inh	88.9*	9.4	14.1	5.2	13.8
aDG glyco up	-0.1	0.2	1.0	1.3	0.1
NR2E3 ag-1	3.2	-3.6	-1.2	0.9	0.3
HIF-2a inh	24.8	14.8	-1.5	-46.2	-5.0
NR2E3 ag-2	6.2	-20.9	2.3	18.6	-17.2

Filtered by structure: those above containing a nitro group on carbon.
#13 O=[N+]([O-])c1cncn1CCN1CCOCC1
#14 O=C1NC(=S)S/C1=C\C=C\c1ccc([N+](=O)[O-])o1
#33 O=C(Nc1cc(-c2ccccc2)nn1-c1ccccc1F)c1ccc([N+](=O)[O-])cc1

entry no.	13	14	33
TRPM1 prom inh	7.2	90.3*	0.2
KKLEB tox	13.2	-39.8	1.3
iPSC survival up	4.9	-0.7	-2.1
Shn3 3UTR inh	10.5	78.5	30.2
TWEAK Fn14 block	11.2	50.1*	-8.1
Peg3 promoter	2.4	104.3*	9.4
CF NFkB inh	-25.5	93.2*	10.0
aDG glyco up	0.2	-0.3	0.0
NR2E3 ag-1	·	·	1.9
HIF-2a inh	7.6	82.3*	-33.3
NR2E3 ag-2	-11.1	44.6	7.5

From PubChem

Only part of the results is shown; rates above refer to the full screens.
